SRC1 inh = inhibits human SRC1 coactivator | actives 0.12% (n = 360,000) | inhibition, % at 3.6 µM | AID 588354 | HEK293 GAL4-SRC1 luciferase reporter, luminescence | Q15788;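 active means inhibition above the campaign mean plus 3 SD, with each screening campaign given its own cutoff, cut at about 60% in these data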;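 further: 0% = DMSO treated cells and 100% = gossypol at 36 µM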
EBV LMP1 NFkB = Epstein-Barr LMP1 NF-kappaB reporter inhibition; inhibition, % at 12.5 µM; AID 504558; actives 0.69% (n = 350,000); LMP1-induced NF-kappaB luciferase reporter cells, luminescence; in the data active means inhibition above about 41%;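 further: 0% = neutral control wells and 100% = reference inhibitor control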
NCOA2 inhibitor = human SRC2 (NCOA2) inhibition. AID 651957. inhibition, % at 9 µM. HEK293 GAL4-SRC2 luciferase reporter, luminescence. actives 0.17% (n = 370,000). Q15596;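 active means inhibition above the mean inhibition of all tested compounds plus 3 SD, set per campaign, cut at about 52% in these data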;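 further: 0% = DMSO treated cells and 100% = cells given Gossypol at 36 µM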
LRH-1 inv ag = suppresses constitutive activity of human LRH-1. inhibition, % at 3.6 µM. actives 0.13% (n = 360,000). HEK293T StAR-luciferase reporter, LRH-1 transfected, 24 h. O00482;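 active means inhibition above the mean inhibition of all tested compounds plus 3 SD, cut at about 73% in these data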;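 further: 0% = DMSO wells and 100% = reporter-only cells lacking LRH-1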
NCOA3 inh = inhibits human SRC3 coactivator | Q9Y6Q9 | HEK293 GAL4-SRC3 luciferase reporter, luminescence | inhibition, % at 3.6 µM | actives 0.17% (n = 360,000);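 active means inhibition above a per-campaign cutoff, the mean of all compounds plus 3 SD, cut at about 60% in these data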;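 further: 0% = DMSO-treated cells and 100% = gossypol-treated cells at 36 µM; higher means less SRC3-driven luciferase light from the GAL4 reporter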
NR2F2 inh = NR2F2 (human) inhibition, primary screen. inhibition, % at 8.6 µM. P24468. actives 0.7% (n = 370,000). AID 686940. HEK293T NGFI-A luciferase reporter, luminescence;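 active means inhibition above a per-plate cutoff, mean inhibition of test wells between control levels plus 3 SD, cut at about 38% in these data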;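 further: cells cotransfected with COUP-TFII expression vector driving the NGFI-A reporter; 0% = median of COUP-TF2 test wells and 100% = reporter-only cells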
Target sequence (P24468 whole entry, looked up): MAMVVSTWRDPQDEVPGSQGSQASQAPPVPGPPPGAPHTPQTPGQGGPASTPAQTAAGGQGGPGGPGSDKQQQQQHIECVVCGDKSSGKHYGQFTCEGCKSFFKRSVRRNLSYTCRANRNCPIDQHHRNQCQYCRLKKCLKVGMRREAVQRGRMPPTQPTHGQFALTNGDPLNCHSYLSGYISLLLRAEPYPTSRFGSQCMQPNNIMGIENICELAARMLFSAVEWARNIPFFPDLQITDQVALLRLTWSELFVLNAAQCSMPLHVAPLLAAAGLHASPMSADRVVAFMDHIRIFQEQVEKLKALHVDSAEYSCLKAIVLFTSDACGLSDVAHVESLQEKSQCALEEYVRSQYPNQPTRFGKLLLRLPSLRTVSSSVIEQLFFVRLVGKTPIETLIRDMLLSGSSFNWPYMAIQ
MC4R barr agon = activates human MC4R beta-arrestin recruitment. actives 0.98% (n = 360,000). U2OS MC4R beta-arrestin complementation, luminescence; percent of melanotan II response, DMSO zero. activation, % at 8.9 µM. AID 540308. P32245;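 active means activation above a per-plate cutoff, the mean activation of sample wells on that plate plus 3 SD, cut at about 8% in these data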
Target sequence (P32245 whole entry, looked up): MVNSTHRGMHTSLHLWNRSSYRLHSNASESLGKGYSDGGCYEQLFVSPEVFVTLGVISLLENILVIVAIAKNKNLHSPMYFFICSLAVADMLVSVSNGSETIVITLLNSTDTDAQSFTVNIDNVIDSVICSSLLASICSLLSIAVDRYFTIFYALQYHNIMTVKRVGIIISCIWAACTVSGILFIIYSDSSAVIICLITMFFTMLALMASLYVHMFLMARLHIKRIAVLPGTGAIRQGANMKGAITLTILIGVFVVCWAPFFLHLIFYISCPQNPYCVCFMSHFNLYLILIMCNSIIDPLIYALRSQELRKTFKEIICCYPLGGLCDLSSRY
TLR9-MyD88 inh = blocks human TLR9 binding to MyD88; Q9NR96+Q99836; CHO BLA complementation TLR9-MyD88, CCF4 FRET ratio; inhibition, % at 4.98 µM; actives 0.21% (n = 340,000); AID 504734;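 active means inhibition above the mean over all tested compounds plus 3 SD, cut at about 21% in these data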;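 further: 0% = DMSO only wells and 100% = clavulanate BLA inhibitor control wells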
ABHD5-PLIN5 inh = inhibitors of human ABHD5-perilipin-5 interaction. Q00G26+Q8WTS1. Split G. princeps luciferase complementation, luminescence, 4 h. inhibition, % at 4 µM. actives 0.78% (n = 360,000);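 active means inhibition above the mean inhibition across every tested compound plus 3 SD, cut at about 22% in these data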;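 further: 0% = DMSO only wells and the 100% control is not disclosed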
MC4R antagonist = blocks human MC4R cAMP signaling; P32245; actives 0.48% (n = 360,000); MC4R-expressing cells, MTII-stimulated cAMP, LANCE TR-FRET; AID 540295; inhibition, % at 6.5 µM;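 active means inhibition above its plate's cutoff, the mean of tested wells on that plate plus 3 SD, cut at about 29% in these data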;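 further: 0% = Melanotan II alone and 100% = Melanotan II plus saturating MCL0020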
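Test system: U2OS cells stably expressing human melanocortin 4 receptor (MC4R); also added: Melanotan II challenge; compound: 6.5 µM single dose; timing: 30-min compound preincubation, 1-h Melanotan II challenge, 1-h detection, room temperature; signal: Eu-cAMP/anti-cAMP TR-FRET, emission 671 nm; repeats: one well per compound, no replicates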
NOD2 RIPK2 PPI = NOD2-RIPK2 protein interaction inhibition; inhibition, % at 4.98 µM; actives 0.38% (n = 360,000); CHO BLA complementation NOD2-RIPK2, CCF4 ratio; O43353; in the data active means inhibition above about 21%;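 further: 0% = vehicle only and 100% = reference blocker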
An asterisk follows results filed as active; / = not tested or not shown. These rows are one share of the data. The share of hits here may be higher or lower than overall.

cpd	Compound	SRC1 inh	EBV LMP1 NFkB	NCOA2 inhibitor	LRH-1 inv ag	NCOA3 inh	NR2F2 inh	MC4R barr agon	TLR9-MyD88 inh	ABHD5-PLIN5 inh	MC4R antagonist	NOD2 RIPK2 PPI
1	Cc1cc(C)n2nc(C(=O)OCC(=O)c3c[nH]c4ccccc34)nc2n1	-4	-7	20	-9	-3	11	0.0	-12	-1	-7	6
2	CCc1ccc(NC(=O)CCc2c(C)nn(-c3ccc(N4CCOCC4)nn3)c2C)cc1	-27	-1	-18	-24	-16	-22	-2.3	2	-1	6	-5
3	S=c1[nH]nc(COc2ccccc2)n1/N=C/c1ccc(Cl)c(Cl)c1	5	/	-38	-7	-2	13	3.8	-2	-6	-2	-4
4	C=COCCNC(=S)Nc1cccc(Cl)c1	-7	8	4	17	11	-4	-0.7	0	0	-2	4
5	C=CCn1c(SCC(=O)Nc2ncc(Cc3cc(C(F)(F)F)ccc3Cl)s2)nnc1-c1ccncc1	-24	5	-1	5	23	0	-0.1	-4	-3	1	-11
6	CCc1ccc2c(c1)NC(=O)C2(C)Cc1ccccc1C#N (stereo not given)	-17	/	22	-23	5	0	-1.2	/	-13	-4	1
7	CCOc1ccc(-c2cc(CCCC(=O)N3CCN(c4ccc(OC)cc4)CC3)no2)cc1	-15	9	37	20	10	28	7.2	6	2	6	6
8	COc1ccc2c(C)cc(=O)sc2c1	3	6	-40	6	-40	10	0.5	-7	3	10	-1
9	Cc1csc(C(=O)O)c1-n1cccc1	4	-3	9	9	-3	16	-0.7	2	3	10	0
10	COc1c(OC2OC(C(=O)O)C(O)C(O)C2O)cc(O)c2c(=O)cc(-c3ccccc3)oc12 (stereo not given)	-13	-5	-3	6	-19	1	-1.1	6	6	-8	-2
11	CN(CC(=O)N1CCc2ccccc2C1)c1ccccc1	3	1	-2	-14	-17	-14	-1.7	-10	-2	15	-10
12	Cc1nc(SCCOc2ccccc2F)[nH]c(=O)c1Cc1ccccc1	-47	-16	-49	-42	-29	-68	2.2	2	-7	5	0
13	OCc1cn(-c2ccc(Cl)cc2)nn1	-1	0	0	3	14	-12	-1.2	3	2	-2	0
14	O=C(/C=C/c1ccco1)NCC1(c2ccccc2)CCCC1	7	4	4	-17	6	-1	-1.3	-6	-2	5	5
15	COc1ccccc1C(=O)NC(=O)CSc1nncn1C	2	-7	-2	-6	3	6	-0.4	-1	3	0	-1
16	CN1CCN(C2CN(Cc3cn(Cc4ccccc4)nn3)S(=O)(=O)C2)CC1 (stereo not given)	/	/	14	-9	/	-12	/	/	-3	/	-3
17	CCOC(=O)C(C(=O)OCC)c1cc(Br)c2noc3c2c1C(=O)c1ccccc1-3	-2	10	8	14	-28	5	-2.7	5	1	-3	15
18	COc1ccc(C(=O)c2oc3ccccc3c2NC(C)=O)cc1	-3	13	-25	1	8	-52	-1.4	9	3	-4	-8
19	CCOC(=O)CS(=O)(=O)c1ccc(C(F)(F)F)cn1	-27	0	7	-4	12	-1	0.6	-3	-2	-6	12
20	CCC(C)c1ccccc1NC(=O)c1cccnc1 (stereo not given)	-1	3	-17	-4	-2	-43	-0.8	-1	-2	7	-6
21	COc1cccc(CNC(=O)CSCc2cnn(-c3ccccc3)c2-n2cccc2)c1	3	-5	2	-1	-13	3	2.7	-1	1	8	-12
22	CN1C(C)(C)CC(O)(C(=O)O)CC1(C)C	-60	/	3	5	-5	12	/	/	1	/	-12
23	O=C(NCCCN1CCCC1)c1[nH]c(C(F)(F)F)nc1-c1ccccc1	9	/	-11	-9	4	-3	/	/	-3	/	-3
24	COc1ccc(OCCC(=O)OCC(=O)Nc2ccc(S(=O)(=O)N3CCOCC3)cc2)cc1	10	-5	-9	-1	13	-16	-0.5	1	12	9	-2
25	O=C(CN(Cc1ccccc1)S(=O)(=O)c1ccc2c(c1)OCCO2)N/N=C/c1ccc(F)cc1	2	1	-17	-9	26	17	0.9	-4	-5	7	-1
26	O=C(CNc1cc(S(=O)(=O)N2CCOCC2)ccc1NCC1CCCO1)Nc1cccc(F)c1 (stereo not given)	-19	4	-32	-14	-19	3	2.0	-9	16	3	-6
27	O=C(NCCCO)c1ccc2[nH]c3c(c2c1)CCCC3	-32	29	-5	-10	-11	-26	-0.1	-5	1	-4	-7
28	Nn1c(SCc2ccccc2F)nnc1-c1cccnc1	-65	/	-42	-51	-38	-17	0.2	/	4	12	3
29	O=C1c2cccnc2C(O)N1Cc1ccccc1 (stereo not given)	8	-4	-11	9	19	7	-1.2	0	-3	6	-6
30	C[C@H](CO)N1C[C@H](C)[C@@H](CN(C)S(=O)(=O)c2ccccc2)Oc2ccc(NS(=O)(=O)c3ccc(F)cc3)cc2C1=O	-6	2	-9	8	7	9	-1.3	-2	14	20	-2
31	NC(=S)N=Nc1c(O)[nH]c2c(Br)cc(Br)cc12	-13	1	16	24	32	13	7.3	/	-20	-68	-1
32	COC(=O)c1cnn(-c2ccccc2)c1C(OC)OC	9	-1	3	1	12	13	-1.0	-5	8	5	-11
33	COc1ccc(Nc2cc(C(=O)NCc3ccco3)c3ccccc3n2)c(OC)c1	4	1	-8	2	3	-8	1.3	-4	11	-7	-4
34	CCOc1ccccc1NC(=O)Cn1[nH]c(=O)c2ccccc2c1=O	1	0	/	-2	0	/	3.8	-1	-14	-4	12
35	COc1cc2[nH]c(=O)n(CCC(=O)N3CCN(c4cccc(C)c4C)CC3)c(=O)c2cc1OC	11	30	7	2	10	4	-0.4	-9	3	2	-8
36	CCOC(=O)C(C(=O)NCc1cccc(OC)c1)c1ncc(C(F)(F)F)cc1Cl (stereo not given)	-10	10	1	24	25	-3	-0.9	-3	1	3	-11
37	Cc1ccc(C(=O)Nc2ncc(C)s2)s1	-112	-6	-21	-146	-77	-5	0.5	8	15	2	-5
38	COCCNC(=O)C1(S(=O)(=O)c2ccccc2)CC=CC1	-33	2	-7	11	-8	-12	-1.5	-7	1	0	-1
39	Cc1ccccc1NNC(N)=S	-11	3	-8	23	-9	14	0.5	7	-17	2	-1
40	Cc1c([N+](=O)[O-])cc(S(=O)(=O)Nc2ccc(-c3ccc(N4CCCC4)nn3)cc2)cc1[N+](=O)[O-]	-3	-5	-21	-22	-69	-8	-1.8	-2	4	-2	4
41	CSCCC1NC2(C(=O)Nc3c(Cl)cccc32)[C@@H]2C(=O)N(C3CCCC3)C(=O)[C@H]12 (stereo not given in full)	-1	-4	-17	2	-8	14	-0.7	-2	1	5	-2
42	CC(=O)c1cccc(-n2nnnc2SCC(=O)Nc2ccccc2N2CCCCC2)c1	0	-3	25	-6	12	17	-1.0	1	2	8	-11
43	Cn1c(-c2sccc2OCc2ccc(Cl)cc2Cl)n[nH]c1=S	0	13	3	-7	4	14	-1.2	2	-6	14	-3
44	CN(C(=O)CC1C(=O)NCCN1Cc1cccc(F)c1F)C1CC(C)(C)NC(C)(C)C1 (stereo not given)	-26	4	21	3	7	-28	-2.5	4	-1	-4	-4
45	Cc1cc(C)nc(NC(=O)c2c(Cl)cccc2Cl)n1	-19	-5	5	10	7	-6	3.7	0	3	8	-11
46	Fc1cc(F)c2nc(N3CCCCC3)sc2c1	-62	-24	-37	-31	-47	-17	0.7	11	3	4	3
47	COc1ccc(C2SC[C@@H](C(=O)O)N2C(C)=O)cc1 (stereo not given in full)	-26	-6	-24	-3	9	9	-2.1	2	-4	-3	1
48	CCOc1ccccc1NC(=O)c1c(NC(=O)CCC(=O)O)sc2c1CCCCC2	-8	9	-24	14	-4	9	-3.1	2	-24	11	-7
49	O=C(Nc1ccccc1Cl)c1ccc(C(=O)Nc2ccccc2Cl)cc1	-6	85*	10	8	4	-8	-1.8	1	8	5	-3
50	COC(=O)N/N=C/c1c(C)cc(C)cc1C	-8	10	-39	-26	-7	2	-0.2	2	-2	2	-2
51	CCCOc1ccc(/C=N/Nc2ccccn2)cc1OC	-117	-28	-19	-129	-95	-23	-1.2	1	-11	3	4
52	Cc1noc(C)c1COc1cccc(C(=O)Oc2ccc3c(c2)OCO3)c1	-10	14	7	1	15	-9	-0.7	5	2	-2	-4
53	CC1CN(c2oc(Cc3cccc4ccccc34)nc2C#N)CC(C)O1 (stereo not given)	-8	-5	0	6	-14	-8	-2.1	11	2	9	6
54	CC(=O)c1cn(CC(=O)Nc2ccc(C)cc2)c2ccccc12	10	19	14	20	-4	12	0.8	-2	-7	-2	-13
55	CCCC(CCC(=O)Nc1nccs1)C(=O)O (stereo not given)	-5	-2	-10	-9	14	1	-2.5	-6	-4	1	4
56	Cc1ccc(NC(=O)COC(=O)c2cccc3c(=O)c(C)c(-c4ccccc4)oc23)cc1	-7	-6	-12	10	0	0	-2.6	2	-4	20	-8
57	N#Cc1ccc(C(c2nnnn2CCc2ccccc2)N2CCCCCC2)cc1 (stereo not given)	-1	-1	8	-1	12	12	1.7	11	11	9	-6
58	Cc1ccc(CSc2nn3c(=O)c(C)nnc3s2)cc1	-7	4	12	5	-4	-6	-4.7	-1	5	3	-9

Source: PubChem BioAssay
